From PubChem
GC-A act = GC-A (human) enzyme activation. P16066. HEK293 GC-A cells, cGMP TR-FRET, EC30 ANP; 0% at EC30 ANP, 100% saturating ANP. activation, % at 10 µM. actives 0.14% (n = 370,000). AID 1671463; in the data active = activation above about 40%
ASAP1 GAP inh = inhibitors of human ASAP1 ArfGAP activity; ASAP1-stimulated ARF1 GTP hydrolysis, GDP FP detection; inhibition, % at 16.5 µM; actives 0.19% (n = 360,000); in the data active = inhibition above about 25%;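 note: 0% = vehicle with enzyme and substrate and 100% = no enzyme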
proKLK7 act = activators of human kallikrein-7 zymogen. actives 0.9% (n = 370,000). AID 652039. activation, % at 7 µM. P49862. purified proKLK7, EDANS-DABCYL substrate fluorescence; 100% is mature enzyme control, 0% vehicle;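 active = activation above the mean of all tested compounds plus 3 SD, computed per campaign excluding outliers beyond control limits, cut at about 13% in these data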
Target sequence (P49862 whole entry, looked up): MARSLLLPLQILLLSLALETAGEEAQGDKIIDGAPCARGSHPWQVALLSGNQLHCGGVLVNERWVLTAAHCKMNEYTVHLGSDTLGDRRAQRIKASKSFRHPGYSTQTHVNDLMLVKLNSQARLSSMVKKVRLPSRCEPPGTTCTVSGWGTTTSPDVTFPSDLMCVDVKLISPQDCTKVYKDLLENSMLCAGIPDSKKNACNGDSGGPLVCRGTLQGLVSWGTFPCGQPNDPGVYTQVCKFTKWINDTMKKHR
ARFGAP1 inhibitor = inhibitors of rat ARFGAP1; AID 651572; inhibition, % at 16.5 µM; Q62848; actives 0.26% (n = 360,000); Arfgap1-stimulated ARF1 GTP hydrolysis, GDP FP detection;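 active = inhibition above a per-plate limit, mean inhibition of low control wells plus 3 SD, cut at about 25% in these data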;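 note: 0% = DMSO wells with enzyme and 100% = wells lacking Arfgap1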
Target sequence (Q62848 1-136 limits assumed): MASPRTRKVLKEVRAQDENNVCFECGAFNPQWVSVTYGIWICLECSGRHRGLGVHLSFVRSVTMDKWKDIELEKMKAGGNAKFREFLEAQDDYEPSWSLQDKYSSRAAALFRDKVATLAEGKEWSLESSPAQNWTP
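Repeats: one replicate per compound; assay system: rat Arfgap1 catalytic domain, aa 1-136; times: enzyme reaction 120 min at 25 °C after 20 min preincubation; detection: FP of antibody-bound GDP Alexa 633 tracer, ex 620/em 688 nm; benchmarks: high control wells lacking Arfgap1, low control full reaction with DMSO; reagent: human ARF1(Δ1-17)-GTP substrate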
DDE Tn6 FP inh = disrupts Tn6 cyclic peptide binding to fibrin D-Dimer-E complex; actives 0.21% (n = 370,000); Fibrin DD(E) TRITC-Tn6 fluorescence polarization displacement; inhibition, % at 8.3 µM; P02675;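 active = inhibition above a per-campaign cutoff: mean of compounds within control limits plus 3 SD, cut at about 15% in these data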;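 note: 0% = median of all compound wells on the plate and 100% = blocking peptide control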
Target sequence (P02675 whole entry, looked up): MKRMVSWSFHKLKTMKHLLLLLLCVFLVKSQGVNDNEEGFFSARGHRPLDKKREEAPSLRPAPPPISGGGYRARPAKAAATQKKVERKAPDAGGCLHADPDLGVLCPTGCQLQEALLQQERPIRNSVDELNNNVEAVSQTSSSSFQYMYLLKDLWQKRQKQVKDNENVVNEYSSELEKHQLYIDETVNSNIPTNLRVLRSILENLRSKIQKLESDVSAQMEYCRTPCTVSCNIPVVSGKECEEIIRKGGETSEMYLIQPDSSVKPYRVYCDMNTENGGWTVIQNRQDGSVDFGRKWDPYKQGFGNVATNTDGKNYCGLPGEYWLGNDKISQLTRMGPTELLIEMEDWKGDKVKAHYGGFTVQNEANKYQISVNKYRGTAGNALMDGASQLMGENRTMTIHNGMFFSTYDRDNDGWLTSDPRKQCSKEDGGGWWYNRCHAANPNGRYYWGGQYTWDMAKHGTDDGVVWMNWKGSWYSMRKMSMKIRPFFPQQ
GC-B act = GC-B (human) receptor activation; P20594; HEK293-GC-B cells, CNP EC30, cGMP TR-FRET; 0% at EC30 CNP, 100% saturating CNP; activation, % at 10 µM; actives 0.11% (n = 370,000);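 active = activation at 10 µM reaching about 35% in either raw or pattern-adjusted values, limit read from the data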
sPLA2-III inh = Inhibits HGIII-sPLA2 liposome hydrolysis, primary screen; actives 0.56% (n = 370,000); Q9NZ20; QFRET BODIPY PC-A2 liposome hydrolysis, fluorescence; inhibition, % at 12.2 µM;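 active = inhibition above mean plus 3 SD of compounds lying within the high and low control bounds, cut at about 19% in these data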;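 note: 0% = median of test compound wells and 100% = no enzyme DMSO wells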
rCAG binder = r(CAG) repeat RNA binding. TO-PRO-1 dye displacement fluorescence. inhibition, % at 3 µM. actives 1.3% (n = 370,000);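 active = inhibition above the plate cutoff, the mean of all test compounds on that plate plus 3 SD, cut at about 35% in these data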;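 note: 0% = DMSO alone and 100% = 100 µM mitoxantrone as full dye displacement; higher means more dye released from RNA so lower well fluorescence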
ADAM10 inh = inhibits human ADAM10. O14672. recombinant ADAM10, EDANS/DABCYL FRET peptide cleavage, 3 h. inhibition, % at 7 µM. actives 0.62% (n = 370,000);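 active = inhibition above a per-campaign cutoff equal to the mean of compounds falling between control-based bounds plus 3 SD, cut at about 20% in these data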;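 note: 0% = DMSO wells while the 100% control is not disclosed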
GAA850 FXN act = frataxin GAA850 promoter activation. HEK293 lucGAA850 FXN promoter luciferase reporter, 24 h; percent of 10 µM SAHA response. activation, % at 6 µM. actives 0.56% (n = 360,000). AID 540364;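 active = activation above the average of all compounds screened plus 3 SD, cutoff fixed separately per campaign, cut at about 7.5% in these data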;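 note: 0% = DMSO wells and 100% = 10 µM SAHA wells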
* marks the source's active call; other numbers are inactive results; i = inactive; · = no result given; & = joins results of further samples.

canonical_smiles,GC-A act,ASAP1 GAP inh,proKLK7 act,ARFGAP1 inhibitor,DDE Tn6 FP inh,GC-B act,sPLA2-III inh,rCAG binder,ADAM10 inh,GAA850 FXN act
Cc1cccc(N2CCN(C(C)C(=O)N3CCc4ccccc43)CC2)c1C (stereo not given),1.2,-0.6,-0.1,-3.2,2.2,-3.4,-1.0,-2.4,-0.1,2.0
CCOC(=O)c1cccc(NC(=O)CSc2nnc(-c3cccnc3)n2CC)c1,-1.2,3.8,0.1,11.1,-5.2,0.8,1.5,-3.0,-2.0,-0.1
C=C1C[C@H]2[C@@H]3C=C(C)C4=CC(=O)CC[C@]4(C)[C@H]3CC[C@]2(C)[C@@]1(OC(C)=O)C(C)=O,-8.6,-7.2,0.9,7.0,1.2,-5.6,-7.8,1.1,6.9,-0.6
N=C(N)SCc1cn(-c2ccccc2)nc1-c1ccc(Br)cc1,-7.7,-1.5,0.4,1.5,-5.8,-13.8,12.2,26.6,2.2,0.6
O=C(CCn1c(=O)c2ccccc2n(Cc2cc(=O)n3ccccc3n2)c1=O)NCc1ccco1,-1.3,-2.5,2.6,1.0,-0.6,-1.3,6.5,-0.7,-31.8,-1.6
CSc1c(CC(=O)Nc2ccccc2Cl)n(Cc2ccccc2)c2ccccc12,-10.6,-11.7,-0.3,3.2,3.1,-8.3,5.7,2.2,-2.0,1.1
COCCCNC(=O)C[C@H]1C[C@@]2(C(=O)OC)C(=C[C@H](COCc3ccccc3)O[C@@H]2C)N(CCc2ccc(OC)c(OC)c2)C1=O,1.9,·,0.1,·,6.2,2.5,2.7,-0.5,2.9,·
CC(C)C(C(=O)NC(C)(C)C)N1C(=O)c2ccccc2C1=O (stereo not given),5.4,12.8,0.6,1.7,1.6,3.4,-2.8,-3.7,3.5,-0.5
CC(C)[C@@H]1Cc2[nH][nH]c(=O)c2[C@H](C)O1,4.4,11.8,0.3,-1.2,3.8,-1.9,6.0,0.6,-14.5,·
COC(=O)[C@H](C(C)C)N(CCCc1cn(Cc2ccc(C)cc2)nn1)S(=O)(=O)c1ccc(F)cc1Br,-0.5,·,0.5,·,-2.7,4.2,-23.1,3.5,13.7,·
C=CCn1c(C(CC(C)C)CC(C)O)n[nH]c1=S (stereo not given),0.9,-13.7,0.2,0.8,4.1,-0.3,7.8,-0.5,4.1,1.4
Nc1nnc(CC(=O)N/N=C/c2ccc(-c3cccc(C(=O)O)c3)o2)s1,-0.1,-5.9,0.7,6.4,-7.3,5.4,-3.6,10.3,-25.6,3.3
Cc1ccc(C)c(OCC(=O)Nc2c[nH]c(=O)[nH]c2=O)c1,10.9,-0.7,0.7,8.3,3.5,-15.1,-0.7,1.1,-6.3,2.2
Cc1cc(C(F)F)n2ncc(C(=O)NCc3ccccc3)c2n1,3.0,-13.2,0.9,-1.2,-3.3,3.7,1.6,-0.3,-26.3,0.5
COc1ccc2c(c1)c(=O)oc1cc(OCC(=O)N3CCCC(C)C3)ccc12 (stereo not given),-1.1,41.0*,-32.2,42.8*,-5.8,5.0,0.8,0.2,i,1.3
CCc1cc(C(=O)Nc2cc(S(=O)(=O)N3CCOCC3)ccc2N2CCN(CC)CC2)sc1C,0.5,-11.1,0.0,4.9,-4.9,-5.3,-9.3,-5.4,-4.8,0.6
COc1ccccc1CNC(=O)CCn1c(=O)sc2ccccc21,-0.4,-1.4,-0.5,7.4,2.0,-1.2,-2.5,-3.5,-4.5,1.8
c1ccc(OCCOCCN2CCOCC2)cc1,-1.2,-6.0,0.0,-9.0,-0.7,2.8,3.4,-0.8,1.4,-1.4
CC1(C)C([N+](=O)[O-])C(c2ccc(Cl)cc2)NC(c2ccc(Cl)cc2)C1[N+](=O)[O-] (stereo not given),-6.7,4.6,0.1,-2.2,-3.2,-1.7,-4.5,2.6,0.0,1.2
C#CCOCCOCCOCCNc1nc(N2CCN(C(=O)C([C@@H](C)O)n3cc([C@@H](N)CCCCN)nn3)CC2)nc(N2CCN(C(=O)[C@H](CO)n3cc([C@@H](N)C(C)C)nn3)CC2)n1 (stereo not given in full),5.0,-4.2,-0.9,-1.6,5.2,0.7,1.2,9.2,-10.1,-0.9
O=C(COC(=O)/C=C/c1ccccc1)Nc1ccc(Cl)cn1,1.3,17.8,-0.7,-6.1,-0.1,1.1,6.4,3.4,-7.3,-0.3
O=c1ccn([C@@H]2O[C@H](CNCc3cccc4c3sc3ccccc34)[C@@H](O)[C@H]2O)c(=O)[nH]1,1.7,2.3,-0.1,-5.7,-2.4,-6.7,-1.1,3.1,-19.9,·
O=C(COc1ccc(Cl)cc1)N1CCN(Cc2ccc3c(c2)OCO3)CC1,2.9&4.5,-1.4&-4.0,-0.2&-0.5,5.4&0.1,7.0&5.8,5.4&-2.7,-15.3&-6.3,-0.8&-5.8,-1.5&6.4,-2.2&1.9
COC(=O)c1ccc(/C=C/c2ccc3cccc(OC)c3n2)cc1,12.4,8.4,-110.8,-7.5,1.7,0.2,0.3,-0.7,i,5.2
O=C(/C=C/c1ccco1)NC(=S)Nc1ccc(N2CCOCC2)c(Cl)c1,-1.7,-0.7,-0.6,7.1,2.1,-3.8,-11.4,31.9,16.1,-0.9
CC(Nc1ccccc1)C(=O)Nc1ccc(F)cc1 (stereo not given),-2.3,0.6,-0.1,4.7,-6.2,-2.0,-0.6,4.0,4.2,1.9
COc1ccc(C(=O)NC2CCCc3ccccc32)cc1S(=O)(=O)N1CCOCC1 (stereo not given),-1.2,-2.6,0.4,-2.5,-4.1,-1.1,-0.4,3.5,2.3,-0.7
Cc1cc(/C=C(\C#N)C(=O)NCc2ccccc2)cc(C)c1O,2.7,14.8,0.5,3.5,2.9,-1.0,-7.1,3.8,-17.9,0.1
COc1ccc(OC)c(NC(=O)C(C)SCc2nc3sc(C)c(C)c3c(=O)[nH]2)c1 (stereo not given),-7.4,-16.5,0.2,2.9,-4.2,-7.5,-2.1,2.4,-0.6,-2.7
CCC(C)(C)c1ccc(OCCCC[n+]2cccc(C)c2C)c(C(C)(C)CC)c1,0.3,-10.8,0.7,-2.1,2.4,1.8,-41.5,3.7,10.6,-7.4
COc1cccc(NC(=O)c2cccnc2)c1,2.8,5.7,0.5,5.5,0.0,-0.6,-2.1,2.8,2.9,-0.2
CC1CN(c2nc3ccccc3nc2SCC(=O)N2CCN(S(=O)(=O)c3ccc(F)cc3)CC2)CC(C)O1 (stereo not given),-8.1,·,-4.3,·,-1.2,-7.4,-4.3,11.3,-6.6,·
Cc1ccccc1NS(=O)(=O)c1cc(C(=O)N2CCc3ccccc3C2)ccc1C,-0.8,-1.0,0.3,12.3,1.7,-2.1,-35.6,-0.4,6.7,-2.9
C=C(C)C(=O)OC1(C(F)(F)F)Oc2cc(C)ccc2NC1=O (stereo not given),-39.5,-1.9,0.6,8.1,3.5,-12.4,-9.8,-9.5,3.2,6.6
COC(=O)CC(NC(=O)C1CC1)c1ccc2c(c1)OCO2 (stereo not given),-0.4,8.3,0.1,7.7,-1.4,1.7,6.1,0.5,5.2,1.4
Cc1nc(Cl)sc1C(=O)Nc1cccc(C(F)(F)F)c1,1.7,2.0,-0.7,1.4,-0.7,4.3,-4.8,-3.5,-0.5,0.0

Four entries picked at random from those above, as already listed:
canonical_smiles,GC-A act,ASAP1 GAP inh,proKLK7 act,ARFGAP1 inhibitor,DDE Tn6 FP inh,GC-B act,sPLA2-III inh,rCAG binder,ADAM10 inh,GAA850 FXN act
COC(=O)CC(NC(=O)C1CC1)c1ccc2c(c1)OCO2 (stereo not given),-0.4,8.3,0.1,7.7,-1.4,1.7,6.1,0.5,5.2,1.4
Cc1nc(Cl)sc1C(=O)Nc1cccc(C(F)(F)F)c1,1.7,2.0,-0.7,1.4,-0.7,4.3,-4.8,-3.5,-0.5,0.0
COc1ccc(OC)c(NC(=O)C(C)SCc2nc3sc(C)c(C)c3c(=O)[nH]2)c1 (stereo not given),-7.4,-16.5,0.2,2.9,-4.2,-7.5,-2.1,2.4,-0.6,-2.7
CCC(C)(C)c1ccc(OCCCC[n+]2cccc(C)c2C)c(C(C)(C)CC)c1,0.3,-10.8,0.7,-2.1,2.4,1.8,-41.5,3.7,10.6,-7.4

Going on with the list.
canonical_smiles,GC-A act,ASAP1 GAP inh,proKLK7 act,ARFGAP1 inhibitor,DDE Tn6 FP inh,GC-B act,sPLA2-III inh,rCAG binder,ADAM10 inh,GAA850 FXN act
COc1ccc2[nH]c(C)c(CCNC(=S)Nc3ccccc3C)c2c1,-0.2,2.0,0.1,-4.8,4.4,-6.7,9.5,4.6,-8.8,-1.5
COc1nc(-c2ccc(Cl)cc2)nnc1C,-0.2,3.1,0.4,0.9,4.1,-12.9,10.0,-2.9,-7.1,1.7
CCc1c(O)nc(SCc2nc3ccccc3c(=O)[nH]2)[nH]c1=O,1.7,-4.8,-0.4,0.5,2.0,3.3,0.0,0.3,-6.6,2.7
COC(=O)c1sc(=S)n(-c2ccccc2OC)c1N,0.3,-2.4,0.7,10.4,-11.1,-1.9,5.2,-1.2,-4.8,-0.2
Cc1cc(C)c(C)c(S(=O)(=O)N2CCN(C(=S)NCC3CCCO3)CC2)c1C (stereo not given),-1.3,0.7,1.4,-2.7,5.0,2.2,-10.2,-3.8,1.2,1.0
COc1ccccc1CCc1nnc(CCC(=O)NC(C)Cc2cccnc2)o1 (stereo not given),-1.6,-2.8,0.5,-11.5,-0.6,3.3,-0.5,-6.7,-7.7,1.7
CCOC(=O)c1nc(C)sc1-c1ccnn1S(=O)(=O)c1ccc(C)cc1,2.5,11.0,0.2,-2.6,-6.8,1.2,-4.1,-0.1,6.3,2.1
CCOc1cc(NC(=O)c2cccs2)c(OCC)cc1NC(=O)CCC(=O)NCC1CCCO1 (stereo not given),-3.3,-1.0,0.2,-2.9,-5.4,-0.1,7.2,-7.3,-3.0,3.6
